Screens from PubChem BioAssay.
TrxR1 inh = qHTS Assay for Inhibitors of Mammalian Selenoprotein Thioredoxin Reductase 1 (TrxR1): qHTS | recombinant rTrxR1, NADPH fluorescence consumption, selenite substrate | Potency, µM (titrated, usually from 114 µM), without a hit: at the highest dose activity change, negative = inhibition, hits mostly inhibitors | AID 588453, 2011 | Thioredoxin reductase 1, cytoplasmic (Rattus norvegicus), O89049 | hit rate 1% among 390,000; also: potency is read from the fitted curve at half-maximal effect; % is scaled to controls: 0 for no effect and ±100 for the full control effect; nearly all actives have a fitted effect of over 65% in size
Target sequence (O89049 whole entry, looked up): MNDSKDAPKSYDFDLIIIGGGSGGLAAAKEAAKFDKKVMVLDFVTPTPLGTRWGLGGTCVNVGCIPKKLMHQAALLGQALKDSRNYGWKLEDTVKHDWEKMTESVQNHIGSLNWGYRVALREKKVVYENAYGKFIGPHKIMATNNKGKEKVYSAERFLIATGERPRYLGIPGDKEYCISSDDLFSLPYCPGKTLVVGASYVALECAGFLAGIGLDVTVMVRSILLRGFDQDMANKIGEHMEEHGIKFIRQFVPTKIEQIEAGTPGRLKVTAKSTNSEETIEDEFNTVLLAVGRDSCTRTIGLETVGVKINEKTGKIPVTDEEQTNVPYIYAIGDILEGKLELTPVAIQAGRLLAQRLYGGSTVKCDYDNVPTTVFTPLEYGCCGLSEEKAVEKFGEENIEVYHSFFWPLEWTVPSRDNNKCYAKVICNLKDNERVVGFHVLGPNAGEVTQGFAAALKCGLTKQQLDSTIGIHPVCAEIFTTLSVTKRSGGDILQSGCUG
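Rat TrxR1 (90 nM in the dispensed reagent) was pre-reduced with 400 uM NADPH for 5 min at room temperature, then incubated with compound for 15 min. After 400 uM selenite was added, NADPH fluorescence (Ex 340/Em 450 nm) was followed for 8 min.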
LDHA inh = qHTS assay for inhibitors of human lactate dehydrogenase; hit rate 0.15% among 480,000; activity change, % (values are at about 110 or 230 µM); AID 1347041, 2019; purified LDHA, NADH/diaphorase-resazurin fluorescence; hits give low values; L-lactate dehydrogenase A chain (Homo sapiens), P00338; in the data active = activity change below about -30%; inconclusive = mostly about -25% to -30%;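 also: plate controls were DMSO wells for no effect and wells without enzyme for full effect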
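Resorufin fluorescence (ex540/em590), read at 0 and 20 min after diaphorase/resazurin addition, reports the NADH left after a 5 min room-temperature reaction of 2 nM human LDH5 with 0.06 mM NADH and 0.2 mM pyruvate.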
USP1-UAF1 inh = Inhibitors of USP1/UAF1: Primary Screen; Potency, µM (top dose mostly 57.1 µM), inactives show at the top dose activity change, negative = inhibition, most hits filed as inhibitors; hit rate 0.23% among 390,000; recombinant USP1/UAF1, Ub-Rhodamine cleavage fluorescence; Ubiquitin carboxyl-terminal hydrolase 1 (Homo sapiens), O94782; AID 743255, 2014; also: potency is read from the fitted curve at half-maximal effect; % is scaled to controls: 0 for no effect and ±100 for the full control effect; nearly all actives have a fitted effect of over 60% in size; inactives centre near -12
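Step one: compound is pinned into 1nM USP1/UAF1 in HEPES pH 7.8 buffer with TCEP. Step two: 15 min room-temperature incubation. Step three: Ub-Rho (150nM final) starts cleavage, tracked by fluorescence over six one-minute reads.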
TrxR1 substrate = qHTS Assay for Substrates of Mammalian Selenoprotein Thioredoxin Reductase 1 (TrxR1): qHTS; Thioredoxin reductase 1, cytoplasmic (Rattus norvegicus), O89049; purified TrxR1 substrate turnover, NADPH consumption readout; Potency, µM (top dose mostly 114 µM), for inactives: at the top dose activity change, negative = substrate turnover; hit rate 0.01% among 390,000; AID 588456, 2011; also: potency is read from the fitted curve at half-maximal effect; % is scaled to controls: 0 for no effect and ±100 for the full control effect; nearly all actives have a fitted effect of over 50% in size
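Rat TrxR1, dispensed at 90 nM, was prereduced with 400 uM NADPH (final) for 5 min at ~22 deg C, then incubated with compound 15 min before 400 uM selenite. A first-read NADPH fluorescence drop versus no-compound background flagged substrates.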
Vif-APOBEC3G blk = qHTS for Inhibitors of Vif-A3G Interactions: qHTS; DNA dC->dU-editing enzyme APOBEC-3G (Homo sapiens), Q9HC16; HeLa A3G-eYFP + Vif (tagged APOBEC3G with the HIV-1 protein that degrades it), YFP fluorescence, overnight; Potency, µM (top dose mostly 46.1 µM), for the others: at the top dose activity, negative = active, usual class: inhibitors; hit rate 0.076% among 410,000; AID 602310, 2012;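 also: potency is read from the fitted curve at half-maximal effect; % is scaled to controls: 0 for no effect and ±100 for the full control effect; nearly all actives have a fitted effect of over 60% in size; hits raise eYFP signal because A3G escapes Vif-driven loss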
Target sequence (Q9HC16 whole entry, looked up): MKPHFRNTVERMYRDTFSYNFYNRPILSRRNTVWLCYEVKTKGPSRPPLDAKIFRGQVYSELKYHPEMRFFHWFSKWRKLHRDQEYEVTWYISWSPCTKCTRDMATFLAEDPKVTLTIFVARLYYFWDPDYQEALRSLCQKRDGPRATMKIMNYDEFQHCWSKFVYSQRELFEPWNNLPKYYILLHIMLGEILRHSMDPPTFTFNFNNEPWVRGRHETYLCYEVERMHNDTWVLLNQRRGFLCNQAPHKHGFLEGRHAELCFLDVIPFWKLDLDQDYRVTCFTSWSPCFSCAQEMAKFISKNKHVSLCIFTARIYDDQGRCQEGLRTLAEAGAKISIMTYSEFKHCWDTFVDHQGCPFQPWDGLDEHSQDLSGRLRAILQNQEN
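HeLa cells stably expressing Vif and C-terminally eYFP-tagged A3G, seeded overnight at 37 deg C, then exposed to compound by pintool overnight at 37 deg C. Rise in yellow fluorescence (Ex 488/Em 500-530, Acumen) marks blocked Vif-driven A3G degradation.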
RGS4 inh = Inhibitors of Regulator of G Protein Signaling (RGS) 4: qHTS; Regulator of G-protein signaling 4 (Homo sapiens), P49798; Transcreener GDP fluorescence polarization, RGS4-accelerated GTP hydrolysis; Potency, µM (titrated, usually from 114 µM), inactives show at the top dose activity change, negative = inhibition, usual class: inhibitors; hit rate 0.039% among 390,000; AID 504845, 2011; also: potency is read from the fitted curve at half-maximal effect; % is scaled to controls: 0 for no effect and ±100 for the full control effect; nearly all actives have a fitted effect of over 75% in size; some results filed as inactive show a strong effect at the top dose
Target sequence (P49798 whole entry, looked up): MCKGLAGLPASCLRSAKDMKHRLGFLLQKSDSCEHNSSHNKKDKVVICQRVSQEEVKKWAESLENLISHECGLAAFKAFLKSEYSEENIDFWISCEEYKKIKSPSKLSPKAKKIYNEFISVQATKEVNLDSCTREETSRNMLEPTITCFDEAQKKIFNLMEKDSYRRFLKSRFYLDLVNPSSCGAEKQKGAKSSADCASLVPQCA
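MLSMR compounds (23 nl, pin-transferred) preincubated 10 min at room temperature with a 500nM (2x) first reagent, then RGS4 at 900nM (2x) plus Transcreener GDP mix added; fluorescence polarization (620/688 nm) read before and after 90 min at 30 °C.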
GRP78 ERSR act = qHTS for Inducers of the Endoplasmic Reticulum Stress Response (ERSR) in Human Glioma: qHTS; U87-MG GRP78 promoter luciferase reporter, 16 h; hit rate 0.02% among 420,000; Potency, µM, for the others: top-dose activation, hits mostly activators; also: potency is read from the fitted curve at half-maximal effect; series mostly up to about 76 µM; % of control where 0% means no effect; nearly all actives have a fitted effect of over 35% in size
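ERSR induction read as luciferase luminescence (Bright-Glo, 10 min at room temperature) in stably transfected human U87-MG glioma cells exposed to compounds for 16 h, using GRP78 as sensor.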
mIDH1 inhibitor = qHTS for Inhibitors of mutant isocitrate dehydrogenase 1 (IDH1): qHTS; IDH1-R132H enzyme, NADPH consumption, diaphorase/resazurin fluorescence; hit rate 0.093% among 390,000; Potency, µM (top dose mostly 76.6 µM), for the others: at the top dose activity change, negative = inhibition, actives largely listed as inhibitors; Isocitrate dehydrogenase [NADP] cytoplasmic (Homo sapiens), O75874; also: potency is read from the fitted curve at half-maximal effect; % is scaled to controls: 0 for no effect and ±100 for the full control effect; nearly all actives have a fitted effect of over 65% in size
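IDH1-R132H (0.5 ug/mL dispensed) in pH 7.5 Tris buffer was preincubated 30 min with compound, then given a substrate mix of 0.016 mM NADPH and 2 mM alpha-KG for 80 min at room temperature; remaining NADPH was read by diaphorase/resazurin fluorescence.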
Vif-APOBEC3F blk = qHTS for Inhibitors of Vif-A3F Interactions: qHTS; HeLa A3F-eYFP + Vif (tagged APOBEC3F with the HIV-1 protein that degrades it), YFP fluorescence increase; hit rate 0.2% among 390,000; Potency, µM (doses to about 46.1 µM), inactives show at the highest dose activity, negative = active; also: potency is read from the fitted curve at half-maximal effect; % of control where 0% means no effect; nearly all actives have a fitted effect of over 65% in size
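Fluorescence increase (Ex 488/Em 500-530) after overnight compound treatment at 37 deg C flags inhibition of Vif-driven A3F-eYFP loss in stable HeLa A3F-eYFP/Vif cells seeded overnight beforehand.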
The depositor's hits bear a star; ? = inconclusive; . = no result given; & = joins results of further samples; [ ] = remark or other dose. Unless noted, calls follow the shape of the dose curve; as a rule, active = well fitted curve in the direction sought with a large enough effect; inconclusive = small, poorly fitted or top-dose-only effect, or another doubt; inactive = no such curve, though single readings can be large; an effect the other way counts as inactive or inconclusive. A portion of the library; the hit share may differ from the screen's.

SMILES | TrxR1 inh | LDHA inh | USP1-UAF1 inh | TrxR1 substrate | Vif-APOBEC3G blk | RGS4 inh | GRP78 ERSR act | mIDH1 inhibitor | Vif-APOBEC3F blk
CC(C)[C@H](CN1CCC[C@H]1CN1C(N)=NC[C@H]1C(C)C)N1C[C@@H](Cc2ccccc2)N(CCCC2CCCC2)C1=N | 10% | 1 | ? | 5% | 1% | -26% | -2% | -2% | -3%
COCCN1C(=O)N[C@@H](c2cccc(C(F)(F)F)c2)[C@@H](C(=O)OC)[C@H]1C | 11% | -3 | -15% | 6%[57.1 µM] | 0% | 3% | -2% | 2% | -6%
COc1ccc(S(=O)(=O)NCc2cccnc2)cc1C(=O)N1CCCCC1 | 19%[57.1 µM] | -3 | -17% | -11% | -1% | -13% | -5% | 1% | -1%
CC(C)NS(=O)(=O)c1ccc(OCC(=O)N2CCCC2)cc1 | 24% | -6 | -10% | 10% | -1% | 14% | -3% | -15% | 0%
CC(=O)c1nn(-c2ccc(OC(F)(F)F)cc2)nc1Nc1ccc(C)cc1 | 33% | -7 | 9% | -1% | 4% | -16% | -1% | 21% | 13%
COc1cccc(OCCOc2ccc(/C=C3/SC(=S)NC3=O)cc2)c1 | -8% | -6 | -9% | 4% | -2% | ? | 2% | 6% | 3%
COc1ccc2ccccc2c1/C=N/Nc1ccc(Cl)c(C(=O)O)c1 | -15% | 23 | -22% | -9% | -6% | -17% | 2% | 0% | 3%
CC(C)CC(COCc1ccc(F)cc1)N1CCN(C(=O)c2cccc(C(F)(F)F)c2)CCC1=O (stereo not given) | 5%[57.1 µM] | 4 | -29% | -12%[57.1 µM] | -4% | -9% | -4% | 12% | 6%
O=[N+]([O-])c1ccc(F)cc1OCc1cccc(S(=O)(=O)N2CCOCC2)c1 | -3% | -2 | -10% | -12% | 1% | -20% | -1% | 5% | 0%
N#Cc1c2c(c(NCCOCCO)n3c1nc1ccccc13)CCCC2 | 7%[57.1 µM] | 6 | -3% | 8%[57.1 µM] | 0% | -6% | 3% | 0% | 0%
COc1ccc(-c2nnnn2-c2ccccc2OC)cc1 | 18% | 1 | 1% | -5% | ? | 18% | -5% | 8% | -7%
Cc1cc(Cl)c(S(=O)(=O)N2CCSCC2)cc1OCC(=O)NC1CCCCC1 | 0% | -17 | -10% | -9% | 1% | 12% | -1% | 0% | -5%
CC(C)(C)c1nnc(NC(=O)c2ccc(Cl)nc2)s1 | 22% | 0 | -10% | -3% | 3% | -8% | -1% | 35%[activator] | 0%
Cc1ccccc1C(=O)NC1CCN(CC(=O)NCc2ccc(F)cc2)CC1 | 9% | -4 | -7% | 3% | 0% | -11% | -1% | 19% | 7%
Cc1ccnc(NC(=O)c2ccc3c(c2)C(=O)N(CCC(C)C)C3=O)c1 | 0% | -1 | -9% | 8% | 1% | -18% | 0% | 0% | 4%
Cc1cc(NC(=O)CSc2n[nH]c(CC(C)C)n2)no1 | 12% | -3 | -2% | 4% | 0% | 8% | 2% | -3% | 0%
CCN(CC)S(=O)(=O)c1ccc(N=NC2=C(O)CCCC2=O)cc1 | 11% | -1 | -20% | -5% | -3% | 3% | 3% | 5% | -3%
Cc1ccc(OCCOCCOc2cccc3cccnc23)c(Br)c1 | 29% | 3 | -15% | 18% | 0% | ? | -5% | 6% | 3%
CC(=O)Nc1ccc(NC(=O)C(=O)c2cn(CC(=O)N3CCCC3)c3ccccc23)cc1 | -23% | 2 | -3% | -17% | 1% | 34% | -4% | 13% | -13%
CCOC(=O)c1ccc2c(c1)nc(C)n2CC | 14% | 0 | 3% | 8%[57.1 µM] | -1% | -1% | -5% | -4% | -9%
O=C(c1cccc(S(=O)(=O)N2CCc3ccccc3C2)c1)N1CCN(c2ccc(O)cc2)CC1 | 4% | 11 | 4% | 2%[57.1 µM] | 0% | 11% | 1% | 1% | 7%
CCOc1ccc(CCNC(=O)c2cn(-c3ccc(OC)cc3)c(=O)c3ccccc23)cc1OCC | 3% | -14 | -1% | -2% | 5% | 10% | 0% | -5% | -2%
N#Cc1ccc2[nH]c(CO)c(-c3ccccc3)c2c1 | -4% | -3 | 8% | 7% | -6% | 11% | -4% | 0% | 0%
Cc1ccc(NC(=O)N2CCC(NC(=O)C(C)(C)C)CC2)cc1 | -11% | -3 | -13% | -10% | -4% | -16% | -1% | 6% | .
CS(=O)(=O)Nc1ccc(C2=NN(S(C)(=O)=O)C(c3cccs3)C2)cc1 (stereo not given) | -24% | 0 | -19% | 70%[activator] | -2% | 4%[11.4 µM] | -3% | -3% | -22%
C#CCNC(=O)C1=C[C@H](c2ccc(C(F)(F)F)cc2)[C@@H](CCCO)[C@H](OCC)O1 | 15%[57.1 µM] | -1 | ? | 8%[57.1 µM] | -1% | 3% | 0% | 0% | -3%
COc1ccc(OCC(=O)NNC(=O)c2c(-c3ccccc3Cl)noc2C)cc1 | -5% | -5 | -6% | -8% | 5% | 13% | -3% | -3% | 11%
COC(=O)c1c(C(=O)OC)c2n(c1C)CCS2 | 15%[57.1 µM] | -2 | -15% | 6%[57.1 µM] | 1% | -10% | -3% | 2% | 10%
COc1cc(Br)cc(C=Nc2cccc(C(F)(F)F)c2)c1O | -6% | 12 | -25% | -7% | 1% | -50% | -4% | -3% | -13%
COc1ccc(OC)c(N2CC(O)(c3cccs3)[N+]3=C2SCCC3)c1 (stereo not given) | 3%[57.1 µM] | -4 | -2% | 3%[57.1 µM] | 0% | 17% | -4% | 8% | -18%
CC(=O)NC(Cc1ccc(F)c(F)c1)C(=O)NC1CCN(S(=O)(=O)c2ccc(C)cc2)CC1 (stereo not given) | 4%[57.1 µM] | -5 | -5% | -2%[57.1 µM] | -2% | -9% | -2% | -3% | -9%
Cc1cccc(NC(=S)N2CCC(C(=O)c3ccc(F)cc3)CC2)c1C | 0% | 5 | -1% | -10% | -6% | -12% | -4% | 1% | -8%
CC(C)c1ccc(/C=C2\SC(N3CCOCC3)=NC2=O)cc1 | 4% | -5 | -22% | -8% | -2% | 4% | 11% | 0% | -4%
CCCc1nc2sc3c(c2c(=O)[nH]1)CCCC3 | 5%[57.1 µM] | -7 | -6% | -6%[57.1 µM] | -3% | ? | -2% | 1% | 1%
Cc1cc(=O)oc2n[nH]c(-c3ccccc3)c12 | -15% | -6 | -15% | 25% | 2% | 5% | -3% | 3% | -1%
COCCNC(=O)CSc1nc2ccccc2c(=O)n1CC1CCCO1 (stereo not given) | -10% | -9 | -9% | -6% | 0% | -17% | -1% | 6% | 7%
CCOC(=O)CSc1ccc(S(=O)(=O)N2CCCCC2)cc1[N+](=O)[O-] | -2%[57.1 µM] | -10 | -9% | 0%[57.1 µM] | 1% | 8% | -5% | 23% | 3%
CSc1nc(O)c(C(c2ccc(O)cc2)c2c(O)nc(SC)[nH]c2=O)c(=O)[nH]1 | 8.9µM* | -8 | -23% | 2% | 0% | ? | 0% | -1% | 2%
C/C(=C\C(=O)c1ccc(Br)cc1)N1CCCCC1 | ? | 2 | -3% | 1% | 3% | -22% | 0% | 3% | 2%
Cc1cc(C(=O)NNC(=O)CN2C(=O)NC(C)(c3ccccc3)C2=O)c(C)o1 (stereo not given) | 8% | -5 | -23% | 2% | 0% | 14% | -3% | 6% | -6%
CCOc1ccc(CC(C(N)=O)C(N)=O)cc1CN(C)C | -8%[57.1 µM] | 0 | 6% | 4%[57.1 µM] | 1% | -25% | 0% | -3% | -6%
CCOc1nc(NC(=O)NS(=O)(=O)Oc2cccc(Cl)c2)nc(-c2ccccc2)n1 | -11%&16% | -9&0 | 5%&-25% | -9%&2% | -6%&1% | 6%&-1% | 1%&3% | 3%&23% | -1%&3%
COc1ccc(-n2nc3c(N4CCC(C(=O)NCC(C)c5ccccc5)CC4)nnc(C)c3c2C)cc1 (stereo not given) | 21% | -12 | -25% | 12% | ? | -21%[56.9 µM] | -14% | -1% | ?
O=C(Nc1ccccc1N1CCN(c2ccccc2)CC1)c1ccccc1F | 7%[57.1 µM] | -10 | -21% | 4% | 4% | -22% | -3% | 1% | -2%
